From PubChem
mcGAS MS inh: inhibitors of mouse cGAS; Q8C6L5; recombinant mouse cGAS, cGAMP by RapidFire MS; inhibition, % at 12.5 µM; 130,000 compounds, 0.18% hits; AID 1259397;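 active = inhibition of cGAS enzyme activity at or above 60%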;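 note: enzyme stimulated by 45 bp dsDNA with ATP and GTP substrates; cGAMP share of summed cGAMP plus half ATP and half GTP signals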
Target sequence (Q8C6L5 whole entry, looked up): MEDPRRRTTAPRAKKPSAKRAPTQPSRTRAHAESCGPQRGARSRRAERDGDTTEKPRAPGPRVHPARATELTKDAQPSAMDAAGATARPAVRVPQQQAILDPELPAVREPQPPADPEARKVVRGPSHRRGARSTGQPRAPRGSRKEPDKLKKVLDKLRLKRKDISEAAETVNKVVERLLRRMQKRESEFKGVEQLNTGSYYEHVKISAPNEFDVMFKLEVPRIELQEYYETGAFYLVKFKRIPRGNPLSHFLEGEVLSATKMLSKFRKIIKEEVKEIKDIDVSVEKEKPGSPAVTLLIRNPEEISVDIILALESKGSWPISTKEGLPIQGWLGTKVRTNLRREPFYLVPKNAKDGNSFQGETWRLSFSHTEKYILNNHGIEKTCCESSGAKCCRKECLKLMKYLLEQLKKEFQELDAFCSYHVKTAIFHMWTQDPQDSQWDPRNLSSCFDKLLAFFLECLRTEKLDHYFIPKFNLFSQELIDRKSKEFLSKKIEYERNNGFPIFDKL
Active calls of the source: *; & = joins results of further samples.

`COCCSc1nc2sc(C)c(C)c2c(=O)n1Cc1ccccn1` gave mcGAS MS inh -14.
Screening Cc1c([N+](=O)[O-])c([N+](=O)[O-])nn1CC(=O)Nc1sc2c(c1C#N)CCCC2 returned mcGAS MS inh 1.
CSc1ccccc1N=CC=C1N(C)c2ccccc2C1(C)C was read as mcGAS MS inh -16.
CCCc1c(OCCCOc2ccc(OCC(=O)O)cc2)ccc(CC=O)c1O was read as mcGAS MS inh -5.
For Cc1cnc2c(C(=O)NCCC3COc4ccccc4O3)cnn2c1 (stereo not given) the results were mcGAS MS inh -22.
`c1ccc(N=c2scc(-c3ccccc3)s2)cc1` gave mcGAS MS inh -9.
`CCCCCCCCNS(=O)(=O)c1ccccc1C` gave mcGAS MS inh -7.
For CC(O)(c1cccnc1)c1nc(/C=C/c2ccccc2)cs1 (stereo not given) the results were mcGAS MS inh 3.
CCOC(=O)C1(CC2CC2)CCNCC1 was read as mcGAS MS inh -32.
`O=C(c1csc(Nc2ccc(OC(F)F)cc2)n1)N1CCN(C(=O)c2ccco2)CC1` gave mcGAS MS inh -5.
Screening Cc1ccc(/C=C2N=C(/C=C/c3ccc([N+](=O)[O-])cc3)OC\2=O)o1 returned mcGAS MS inh 1.
`CC1(C)CC(=O)C=C(Nn2cnc3scc(-c4ccccc4)c3c2=O)C1` gave mcGAS MS inh -10.
C=C1CC2C=C(NC(C)=O)CC(C1)C2 (stereo not given) was read as mcGAS MS inh -1.
`OCCc1cnn(-c2ccc(CN3CCCC3)cc2)c1` gave mcGAS MS inh -8.
For N#Cc1c(NC(=O)CSc2nnc(-c3c[nH]c4ccccc34)o2)sc2c1CCCC2 the results were mcGAS MS inh -12.

Among those listed so far, 3 contain an aryl thioether with sulfur outside any ring:
`COCCSc1nc2sc(C)c(C)c2c(=O)n1Cc1ccccn1` gave mcGAS MS inh -14.
CSc1ccccc1N=CC=C1N(C)c2ccccc2C1(C)C was read as mcGAS MS inh -16.
For N#Cc1c(NC(=O)CSc2nnc(-c3c[nH]c4ccccc34)o2)sc2c1CCCC2 the results were mcGAS MS inh -12.

The results go on.
For O=C(NCC1Cc2cc(F)ccc2O1)c1cc(Cl)ccc1F (stereo not given) the results were mcGAS MS inh -4.
O=C(COc1ccccc1Br)c1ccc(O)cc1O was read as mcGAS MS inh -5.
`N#Cc1c(NC(=O)COCCOCC(=O)Nc2sc3c(c2C#N)CCC3)sc2c1CCC2` gave mcGAS MS inh -16.
`COC(=O)c1c(C)[nH]c(C)c1-c1nc(-c2ccccc2)c(C)[nH]1` gave mcGAS MS inh -13.
Screening O=C(/C=C/c1cscn1)OC(c1ccccc1C(F)(F)F)C(F)(F)F (stereo not given) returned mcGAS MS inh -1.
Screening CCCNC(=O)CSc1n[nH]c(C2CCCO2)n1 (stereo not given) returned mcGAS MS inh -7.
For Cc1[nH]c(=O)ccc1C(=O)N1CCN(Cc2ccc(Cl)s2)CC1 the results were mcGAS MS inh -7.
`CC(=O)Nc1cc(S(=O)(=O)NC2CC2c2ccccc2)ccc1C` (stereo not given) gave mcGAS MS inh -6.
CN1CCC(CN2CCC3(CC2)CCN(C(=O)CC2CCCC2)CC3)CC1 was read as mcGAS MS inh -6.
For CC1CCCN(C(=O)CSc2nnc(-c3cccs3)n2-c2ccccc2)C1 (stereo not given) the results were mcGAS MS inh -7.
`CC(C)c1cc(CN(C)c2nc(-c3cccnc3)nc3c2cnn3C)no1` gave mcGAS MS inh -11.
For CC12COC3(C(=O)N4CCCCC4)CC1CCC32C (stereo not given) the results were mcGAS MS inh -7.
`C=CCn1nnc(NC(=O)c2ccc(CC)cc2)n1` gave mcGAS MS inh -7.
Screening Cc1cc(Oc2ccc(C(=O)O)cn2)ccc1C(C)C returned mcGAS MS inh -17.
O=C(NCc1ccc(Cl)cc1)N1CCc2sccc2C1 was read as mcGAS MS inh -4.
For Cc1ccc(Oc2ccc(OCC(=O)N3CCNC(=O)C3)cc2)cc1 the results were mcGAS MS inh 14.
`CSc1ccccc1NC(=O)c1nnn(-c2nc3c(s2)CCCC3)c1C` gave mcGAS MS inh -4.
Screening Cc1cnc(CNc2nccc(CCC(F)(F)F)n2)cn1 returned mcGAS MS inh -4.
CCCc1nc(C)c(CNC2CC(C)(C)NC(C)(C)C2)s1 was read as mcGAS MS inh -14.
`O=C(NC1=NCCS1)c1c(-n2cccc2)sc2c1CCCC2` gave mcGAS MS inh -6.
Cc1cc(C(=O)CN2CCCC2c2cccs2)c(C)n1-c1c(C)n(C)n(-c2ccccc2)c1=O (stereo not given) was read as mcGAS MS inh -2.
For CC(C)CNC(=O)CNC(=O)Nc1ccc(F)cc1Br the results were mcGAS MS inh 2.
Screening Cc1nc2sccn2c1C(=O)N1[C@H]2CCNC[C@@H]1CC2 returned mcGAS MS inh -9.
Screening CC(C)(C)c1ccc(S(=O)(=O)NC(=O)C2(C)CCN2C(=O)C2(c3ccc(Cl)cc3)CC2)cc1 (stereo not given) returned mcGAS MS inh -7.
Screening O=C1CC(Cn2c(=O)oc3ccccc32)c2cnn(Cc3cccnc3)c2N1 (stereo not given) returned mcGAS MS inh -8.
`Cc1ncc(CN2CCOC(CCCc3ccccc3)C2)n1C` (stereo not given) gave mcGAS MS inh -5.
`O=C(CC1NCCNC1=O)OC1CCCCC1` (stereo not given) gave mcGAS MS inh 0.
`Cc1noc(C(C)NC(=O)c2cc(-c3ccncc3)nc3ccccc23)n1` (stereo not given) gave mcGAS MS inh -10.
COc1cccc(C2c3[nH]c4ccccc4c3CCN2Cc2nccs2)c1OC (stereo not given) was read as mcGAS MS inh 2.
Screening O=C(NCc1ccc(F)cc1C(F)(F)F)c1ncoc1C1CCCO1 (stereo not given) returned mcGAS MS inh -9.
For O=C(CNC(=O)C1CCN(S(=O)(=O)c2ccc3c(c2)CCCC3)CC1)NC1CC1 the results were mcGAS MS inh 0.
Screening CC(=NNC(=O)CCn1c2ccccc2c2ccccc21)c1ccncc1 returned mcGAS MS inh -1.
Screening Cc1ccc(-c2nnc3c4ccccc4c(C)nn23)cc1S(N)(=O)=O returned mcGAS MS inh 7.
CCc1cc(N2CCCC(C(N)=O)C2)nc(N2CCOCC2)n1 (stereo not given) was read as mcGAS MS inh -5.
CCN(CC)C(=O)C1(NC(=O)Nc2nc(C)c(C)s2)CCCCC1 was read as mcGAS MS inh -4.
For CS(=O)(=O)c1ccc(-n2ncc3c2CCNC3)cc1 the results were mcGAS MS inh -6.
CCN(C(C)=O)C1CCN(c2nc(C)nc3sccc23)C1 (stereo not given) was read as mcGAS MS inh -9.
Screening COC(=O)c1ccc(NC(=O)c2cc(=O)c(OCc3cccc(OC)c3)c[nH]2)cc1 returned mcGAS MS inh -3.
For O=C(COc1cccc(Cl)c1)Nc1cccc(-n2cc[nH]c2=O)c1 the results were mcGAS MS inh -9.
For CN(C)CCN(Cc1ccccc1F)S(=O)(=O)N1CCCCCC1 the results were mcGAS MS inh -13.
CC1CN(c2ncnc3nc[nH]c23)CC(C)O1 (stereo not given) was read as mcGAS MS inh -4.
For CCOC(=O)c1oc2cccc(O)c2c1CN(Cc1ccccc1)C(C)=O the results were mcGAS MS inh -10.
For C=CCNC(=O)NC(=O)CN1CCN(S(=O)(=O)c2cccs2)CC1 the results were mcGAS MS inh -6.
`Cc1ccc(F)cc1-c1cc2nc(NCCCN(C)C)n(C)c(=O)c2s1` gave mcGAS MS inh -2.
For COc1ccnc(N(C)C2CCCC2)n1 the results were mcGAS MS inh -13.
`O=S(=O)(Nc1cccc(Cl)c1)c1c(F)cc(F)cc1Br` gave mcGAS MS inh -5.
Cc1ccc(Cn2cc(C(=O)NNC(=O)Nc3ccc(Cl)c(Cl)c3)ccc2=O)cc1 was read as mcGAS MS inh -4.
For COc1ccc(CCC(=O)N2CCC(CO)(Cc3ccc(Cl)cc3)CC2)cc1 the results were mcGAS MS inh -7.
Screening COc1ccccc1-c1cccc(C(=O)NCC2CCS(=O)(=O)C2)c1 (stereo not given) returned mcGAS MS inh -9.
For CC1CC(C)CN(C(=O)Nc2cc(C#N)cn2C(C)(C)C)C1 (stereo not given) the results were mcGAS MS inh -3&3.
COc1c[nH]c(C(=O)NC2CC(=O)N(CCc3ccc(F)cc3)C2)cc1=O (stereo not given) was read as mcGAS MS inh -9.
Nc1nonc1C(=O)N/N=C\c1cccc(OCC(=O)O)c1 was read as mcGAS MS inh 5.
`Cc1c(Cl)ccc2sc(N(Cc3ccccn3)C(=O)Cc3ccc(S(C)(=O)=O)cc3)nc12` gave mcGAS MS inh -4.
For Clc1ccc(OCCOCCN2CCCCC2)c(Br)c1 the results were mcGAS MS inh 8.
Screening Cc1cnccc1N1CCCN(c2nc(CCN)nc3ccccc23)CC1 returned mcGAS MS inh -18.
`CC(c1nc(N)nc(N(C)C)n1)N1CCCC1c1cccs1` (stereo not given) gave mcGAS MS inh -1.
Cc1ccc(CNC(=O)Cn2nc3c4ccc(Cl)cc4ncn3c2=O)cc1 was read as mcGAS MS inh -11.
For C=CCn1c(-c2ccoc2C)n[nH]c1=S the results were mcGAS MS inh -8.
Cc1cn2cc(CNC(=O)c3ccc(C#CC(C)(C)O)o3)nc2s1 was read as mcGAS MS inh -13.
CCNc1ccnc(-c2ccnc3c2ccn3C)n1 was read as mcGAS MS inh -9.
Screening CCOC(=O)C1(Cc2ccccc2)CCN(Cc2ccc(C(=O)OC)cc2)CC1 returned mcGAS MS inh -5.
For Cc1ccc(C)n1-c1c(C(=O)NCCC(C)(C)C)cnn1C the results were mcGAS MS inh -8.
`CC(C)Cc1cc(CN2C[C@H]3C[C@H](O)[C@H](O)C[C@H]3C2)[nH]n1` gave mcGAS MS inh -14.
For CCc1nc(SCC(=O)NC(C)C(=O)Nc2ccc(F)cc2C)n[nH]1 (stereo not given) the results were mcGAS MS inh -9.
For N#CN(CCOC(=O)c1ccccc1)C(=O)c1ccccc1 the results were mcGAS MS inh -4.
Screening Cc1nn(S(=O)(=O)c2ccc(C(C)C)cc2)c(C)c1S(=O)(=O)N1CCCCC1 returned mcGAS MS inh -2.
For COC(=O)/C=C/c1c(OC(F)F)noc1C the results were mcGAS MS inh -6.
`CC(=O)c1[nH]c(C)c(C(=O)N2CCC3(CCCN(C)CC3)CC2)c1C` gave mcGAS MS inh -24.
For Cc1cc(C)cc(CSCC(=O)N2CCC3(CN(C)C(=O)O3)C2)c1 (stereo not given) the results were mcGAS MS inh 20.
For COc1ccc(F)c(F)c1CN1CCCCC1c1ccccn1 (stereo not given) the results were mcGAS MS inh -18.
`CN(C)P(=NC(=O)c1cc(Cl)cc(Cl)c1)(N(C)C)C(C)(C)C` gave mcGAS MS inh -14.
Cc1ccc(NC(=O)CC23CC4CC(CC(O)(C4)C2)C3)cc1 was read as mcGAS MS inh -1.
`Fc1ccc(-c2noc(CN3CCN(c4ncccn4)CC3)n2)cc1` gave mcGAS MS inh -6.
Screening CSc1ccccc1C(=O)Nn1cnc2c(cnn2-c2ccc(C)c(C)c2)c1=O returned mcGAS MS inh -7.
For CCN(CC)C1CCN(C(=O)CCc2nnc(Cc3cc(OC)ccc3OC)o2)C1 (stereo not given) the results were mcGAS MS inh -5&0.
For CCSc1cn[nH]c(=O)c1SCC the results were mcGAS MS inh -6.
Cc1ccc(C)c(OCCCn2cnc3ccsc3c2=O)c1 was read as mcGAS MS inh 0.
Screening CCN1CCN(C(=O)CCC2CCN(C(C)Cc3cccc(C)n3)CC2)CC1 (stereo not given) returned mcGAS MS inh -10.
For O=C(Cn1cnnn1)N(Cc1nc2ccccc2c(=O)[nH]1)CC1CCCO1 (stereo not given) the results were mcGAS MS inh -3.
For N#Cc1c(NC(=O)c2ccc3c(c2)CCCC3)nc2n1CCS2 the results were mcGAS MS inh -6.
`O=C(Nc1ccc(OC2CCCC2)c(F)c1)N1CCOCC1` gave mcGAS MS inh -4.
Screening COCCNC(=O)c1ccc(OC2CCN(C(=O)c3ccoc3)CC2)c(Cl)c1 returned mcGAS MS inh -5.
COC(=O)c1cc2n(n1)CCN(C(=O)c1cc(C)n3nc(C)cc3n1)C2 was read as mcGAS MS inh -17.
`CCN(CC)C(=O)c1ccc(Cn2cc(Cl)cn2)o1` gave mcGAS MS inh 10.
`COc1ccc2[nH]c(=O)c(CN3CCC(NS(C)(=O)=O)CC3)cc2c1` gave mcGAS MS inh -10.
CCCC(=O)Nc1ccc(S(=O)(=O)NCCn2nc(-c3cccnc3)ccc2=O)cc1 was read as mcGAS MS inh -1.
Screening CCOc1ccc(OC(C)(C)C(=O)Nc2cccc(NC(C)=O)c2)cc1 returned mcGAS MS inh -4.
COc1ccc(C(N)=O)cc1NS(=O)(=O)c1ccc(F)cc1Cl was read as mcGAS MS inh -9.
CC(C)CN1N=C(C(=O)O)CCC1=O was read as mcGAS MS inh 10.
CCOC(=O)c1nn(-c2cccc(Cl)c2)c2nc(-c3cccs3)c(C#N)c(=O)n12 was read as mcGAS MS inh -17.
Screening COc1cc(Cl)c(NC(=O)c2nc3nccc(C)n3n2)cc1OC returned mcGAS MS inh -11.
For Cc1nn(C(C)C)c(C)c1NC(=O)N(CCC#N)C(C)C the results were mcGAS MS inh 2.
For CCN(C(=O)CSc1nncn1-c1ccccc1)c1ccc(F)cc1 the results were mcGAS MS inh -2.
For CN1CCOC(C(=O)NC2CCN(c3c(F)cccc3F)C2)C1 (stereo not given) the results were mcGAS MS inh -4.

Entries listed so far that contain two or more sulfur atoms (eleven):
`COCCSc1nc2sc(C)c(C)c2c(=O)n1Cc1ccccn1` gave mcGAS MS inh -14.
`c1ccc(N=c2scc(-c3ccccc3)s2)cc1` gave mcGAS MS inh -9.
For N#Cc1c(NC(=O)CSc2nnc(-c3c[nH]c4ccccc34)o2)sc2c1CCCC2 the results were mcGAS MS inh -12.
`N#Cc1c(NC(=O)COCCOCC(=O)Nc2sc3c(c2C#N)CCC3)sc2c1CCC2` gave mcGAS MS inh -16.
For CC1CCCN(C(=O)CSc2nnc(-c3cccs3)n2-c2ccccc2)C1 (stereo not given) the results were mcGAS MS inh -7.
`CSc1ccccc1NC(=O)c1nnn(-c2nc3c(s2)CCCC3)c1C` gave mcGAS MS inh -4.
`O=C(NC1=NCCS1)c1c(-n2cccc2)sc2c1CCCC2` gave mcGAS MS inh -6.
For C=CCNC(=O)NC(=O)CN1CCN(S(=O)(=O)c2cccs2)CC1 the results were mcGAS MS inh -6.
`Cc1c(Cl)ccc2sc(N(Cc3ccccn3)C(=O)Cc3ccc(S(C)(=O)=O)cc3)nc12` gave mcGAS MS inh -4.
Screening Cc1nn(S(=O)(=O)c2ccc(C(C)C)cc2)c(C)c1S(=O)(=O)N1CCCCC1 returned mcGAS MS inh -2.
For CCSc1cn[nH]c(=O)c1SCC the results were mcGAS MS inh -6.

An excerpt, so the mix of outcomes need not match the whole.
